Bioassay records (PubChem)
GPR7 antagonist = antagonists of human GPR7 (neuropeptides B/W receptor 1); P48145; GPR7-expressing cells, fluorescence antagonist assay; inhibition, % at 4.4 µM; 1.1% of 290,000 active; AID 1861; in the data active = inhibition above about 16%, passing the limit was not always enough;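 also: cells stimulated with the agonist NPW; 0% = agonist with vehicle and 100% = vehicle without agonist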
OXTR agonist = agonists of human oxytocin receptor. CHO-OTR cells, Fluo-8 calcium fluorescence; normalized: DMSO 0%, oxytocin 100%. activation, % at 3 µM. 0.32% of 320,000 active. AID 2435;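 active = activation above the mean of all tested compounds plus 3 SD, cutoff set per screening run, cut at about 20% in these data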;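 also: peak over basal fluorescence ratio from a 100 s FLIPR kinetic read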
Target sequence (P30559 whole entry, looked up): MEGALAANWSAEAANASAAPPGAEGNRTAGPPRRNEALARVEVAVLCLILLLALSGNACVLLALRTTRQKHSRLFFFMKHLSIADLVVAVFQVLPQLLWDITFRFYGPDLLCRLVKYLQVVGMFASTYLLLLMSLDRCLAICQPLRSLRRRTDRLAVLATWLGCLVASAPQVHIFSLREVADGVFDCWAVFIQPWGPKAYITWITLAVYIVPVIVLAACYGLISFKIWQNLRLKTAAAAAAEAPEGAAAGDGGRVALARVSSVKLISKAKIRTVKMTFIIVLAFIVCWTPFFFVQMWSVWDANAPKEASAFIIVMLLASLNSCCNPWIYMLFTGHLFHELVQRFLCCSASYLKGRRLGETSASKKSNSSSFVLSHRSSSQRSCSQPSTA
PHOSPHO1 block = inhibitors of human PHOSPHO1 phosphatase. Q8TCT1. inhibition, % at 13.3 µM. recombinant PHOSPHO1, absorbance phosphatase assay. 1.1% of 290,000 active; in the data active = inhibition above about 60%
Target sequence (Q8TCT1 whole entry, looked up): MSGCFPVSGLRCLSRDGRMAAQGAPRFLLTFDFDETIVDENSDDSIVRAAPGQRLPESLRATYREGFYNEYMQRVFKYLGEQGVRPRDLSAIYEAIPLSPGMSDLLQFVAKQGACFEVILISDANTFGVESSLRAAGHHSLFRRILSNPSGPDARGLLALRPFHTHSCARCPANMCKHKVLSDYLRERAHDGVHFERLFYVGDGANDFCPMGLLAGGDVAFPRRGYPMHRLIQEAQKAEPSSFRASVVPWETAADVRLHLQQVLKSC
V1R ag counter = V1a receptor agonism, counter-screen for OXTR agonists | P37288 | CHO-V1R cells, Fluo-8 calcium fluorescence, agonist mode; 0% DMSO, 100% 3 nM vasopressin | activation, % at 3 µM | 0.25% of 320,000 active;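 active = activation above the mean activation of all tested compounds plus 3 SD, per screening run, cut at about 20% in these data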;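 also: signal is peak over basal fluorescence ratio across a 100 second FLIPR read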
Target sequence (P37288 whole entry, looked up): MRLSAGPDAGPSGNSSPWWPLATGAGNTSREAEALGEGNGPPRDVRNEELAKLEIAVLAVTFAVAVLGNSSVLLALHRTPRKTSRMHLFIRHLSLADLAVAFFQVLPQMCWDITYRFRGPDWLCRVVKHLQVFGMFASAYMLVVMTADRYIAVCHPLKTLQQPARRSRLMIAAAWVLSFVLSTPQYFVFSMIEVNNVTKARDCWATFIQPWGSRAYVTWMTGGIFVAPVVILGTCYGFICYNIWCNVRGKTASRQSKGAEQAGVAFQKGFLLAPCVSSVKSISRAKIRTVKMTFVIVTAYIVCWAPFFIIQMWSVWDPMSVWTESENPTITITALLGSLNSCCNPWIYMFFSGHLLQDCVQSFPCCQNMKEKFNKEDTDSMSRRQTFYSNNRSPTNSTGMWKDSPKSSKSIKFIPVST
FID counter = fluorescent intercalator displacement, NS3 helicase counter-screen | DNA fluorescent intercalator displacement, fluorescence | inhibition, % at 7.9 µM | 0.17% of 290,000 active | AID 1845; in the data active = inhibition above about 37%;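 also: 0% = vehicle and 100% = reference compound; higher means more ethidium bromide displaced from hairpin DNA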
IMP-1 inhibitor = blocks Pseudomonas aeruginosa IMP-1 metallo-beta-lactamase; purified IMP-1, nitrocefin hydrolysis, epi-absorbance fluorescence; inhibition, % at 5.6 µM; 0.45% of 290,000 active; AID 1556;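 active = inhibition above the mean plus 3 SD of all compounds in the same screening run, cut at about 4.5% in these data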;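 also: 0% = IMP-1 with DMSO and 100% = DMSO wells lacking enzyme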
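Assay system: purified IMP-1; Quantity: IMP-1 0.2 nM before substrate addition; Medium: HEPES buffer pH 7.1 with ZnSO4 and Brij 35; Incubation: 15 min enzyme–compound preincubation, then 25 min nitrocefin reaction, 25 °C; Signal: fluorescence quenching readout, ex 480/em 530 nm; Controls: DMSO with and without IMP-1; Repeats: singlicate testing.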
VIM-2 inhibitor = inhibitors of Pseudomonas aeruginosa VIM-2 metallo-beta-lactamase. inhibition, % at 5.6 µM. purified VIM-2, nitrocefin hydrolysis, epi-absorbance fluorescence. 0.89% of 290,000 active;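 active = inhibition above the mean of all tested compounds plus 3 SD, cutoff set per screening run, cut at about 7.5% in these data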;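 also: red hydrolysis product quenches plate fluorescence so inhibitors raise well fluorescence; 0% = enzyme with DMSO and 100% = DMSO without enzyme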
GalR3 antag = human GalR3 antagonism | O60755 | HEK293 GalR3-CNG cAMP membrane potential fluorescence; galR3 body fused to GalR1 C-terminus | inhibition, % at 3 µM | 0.44% of 360,000 active;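 active = inhibition above the screen-wide average plus 3 SD, cut at about 13% in these data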;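 also: forskolin and galanin both at EC90 stimulate the cells; cAMP rise reported by CNG channel membrane potential dye signal; 0% = forskolin plus galanin with DMSO and 100% = forskolin alone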
NS3 helicase inh = blocks Hepatitis C virus NS3 helicase unwinding; inhibition, % at 10.9 µM; AID 1800; 0.56% of 290,000 active; NS3 helicase DNA unwinding, Cy5 molecular beacon fluorescence;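 active = inhibition above the mean of all tested compounds plus 3 SD, set per campaign, cut at about 35% in these data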;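 also: 0% = DMSO wells and 100% = thioflavine S control wells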
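System: HCV NS3 helicase fragment; control set: DMSO and thioflavine S; technique: Cy5 fluorescence at 0 and 60 min, beacon hairpin quenching; reagent: beacon DNA duplex substrate plus ATP; replicates: singlicate; schedule: 1 h reaction at 25 °C, ATP-initiated; medium: MOPS buffer pH 6.5 with MgCl2, DTT, Tween20, BSA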
Starred values were filed as active, the others as inactive; / = not tested or not shown.

Start of the listing, in advance (three entries):
no.	compound	GPR7 antagonist	OXTR agonist	PHOSPHO1 block	V1R ag counter	FID counter	IMP-1 inhibitor	VIM-2 inhibitor	GalR3 antag	NS3 helicase inh
1	CCOc1ccc(C2CC(=O)NC3=C2C(=O)CCC3)cc1Cl (stereo not given)	-12.5	2.9	3.7	2.6	-3.2	-4.0	-2.6	2.9	5.1
2	Cc1ccc(S(=O)(=O)NCC2CCC(C(=O)NCCCN3CCCC3=O)CC2)cc1 (stereo not given)	-12.1	0.9	22.3	1.4	-37.5	-2.1	-1.8	-3.9	-5.7
3	Clc1ccc(Oc2nnnn2-c2ccccc2)cc1	9.4	-2.3	3.4	0.4	-1.9	-1.0	-2.4	-3.3	2.6

Results, repeating the preview:
no.	compound	GPR7 antagonist	OXTR agonist	PHOSPHO1 block	V1R ag counter	FID counter	IMP-1 inhibitor	VIM-2 inhibitor	GalR3 antag	NS3 helicase inh
1	CCOc1ccc(C2CC(=O)NC3=C2C(=O)CCC3)cc1Cl (stereo not given)	-12.5	2.9	3.7	2.6	-3.2	-4.0	-2.6	2.9	5.1
2	Cc1ccc(S(=O)(=O)NCC2CCC(C(=O)NCCCN3CCCC3=O)CC2)cc1 (stereo not given)	-12.1	0.9	22.3	1.4	-37.5	-2.1	-1.8	-3.9	-5.7
3	Clc1ccc(Oc2nnnn2-c2ccccc2)cc1	9.4	-2.3	3.4	0.4	-1.9	-1.0	-2.4	-3.3	2.6
4	CCOC(=O)C(=N/O)/C(C)=N/NC(=O)C(=O)Nc1ccc(Cl)cc1	-2.0	10.1	15.7	6.8	-16.4	-3.3	-3.2	-6.3	-5.1
5	O=C(CCN1CCCCC1)Nc1cccc(Br)c1	0.6	-1.1	34.0	0.0	7.7	-4.0	-1.4	-10.8	0.1
6	CCOC(=O)C1(Cc2ccccc2)CCN(Cc2cnc(N3CCOCC3)s2)CC1	-0.6	1.1	49.8	2.4	1.2	-1.5	0.5	-0.7	-9.0
7	Cc1ccc2c(c1)N(C(C)C(=O)NCc1cccs1)C(=O)CO2 (stereo not given)	-8.4	-1.2	-7.7	-0.9	-10.9	-3.4	-2.5	1.7	7.2
8	CN(C)S(=O)(=O)c1cccc2c1C(=O)c1ccccc1C2=O	-7.2	0.3	-5.0	0.7	6.1	-1.3	3.3	6.3	3.5
9	CCCC(=O)N1c2ccc(-c3csc(N)n3)cc2CC1C (stereo not given)	7.9	-2.4	43.0	-0.3	-10.2	0.3	0.2	0.5	-1.9
10	Cc1nc(N2CCOCC2)nc2c1CCCC2	-3.4	-0.1	15.0	1.4	-2.2	-2.9	-0.2	-1.5	-4.8
11	CC#CCCCC(=O)Nc1ccccc1C(=O)O	-3.8	-0.1	3.8	-0.1	1.7	-1.3	1.4	-5.4	1.9
12	Cc1ccc(CSc2nc3ccncc3[nH]2)cc1	9.2	0.6	8.6	1.3	-1.9	-1.4	-2.5	/	-7.2
13	O=C(CSc1nnc(-c2cccs2)n1Cc1ccco1)c1ccc2c(c1)OCO2	-4.0	-1.7	-69.6	1.1	-23.1	-2.0	0.3	-4.9	-8.6
14	Cc1cc(C)c(C(=O)/C=C/c2ccco2)c(=O)[nH]1	-7.1	1.7	13.7	0.5	-7.2	-0.2	0.9	-7.0	13.8
15	O=C(N/N=C/C(Br)=C/c1ccccc1)NC1CCCCC1	-18.2	-1.4	29.5	-0.6	-17.2	-2.0	-2.5	-1.6	5.4
16	Cc1cc(C)cc(OCC(=O)NCc2nc(-c3ccccc3)no2)c1	-3.9	-1.5	-24.6	-0.9	-27.6	-6.4	0.2	-0.3	-9.8
17	CCOC(=O)c1cccc(-n2c(C)nc3ccccc3c2=O)c1	-2.9	-1.4	18.3	1.2	-11.3	-0.5	-2.1	4.7	1.6
18	Cn1c(-c2ccccc2)cc2ccccc21	-2.7	-1.6	26.5	-0.5	-2.9	-0.9	-0.5	-8.4	-16.4
19	O=c1ccc2cc3c(-c4ccccc4)coc3cc2o1	19.5	/	42.0	/	-13.1	-2.2	-1.6	-5.4	-4.5
20	COC(=O)c1sccc1NC(=O)Nc1ccc(F)cc1	-4.6	0.1	4.2	0.0	-8.3	-2.1	-2.5	-3.7	-4.6
21	COC(=O)[C@@H]1CCCN1Cc1nc(Cc2ccc(OC)c(OC)c2)no1	-9.9	0.6	40.8	2.1	-6.3	1.0	0.5	9.9	12.5
22	CCn1c(O)c(N=NC(=O)Cn2ccc(C(F)(F)F)n2)c2ccccc21	-3.9	-0.3	-14.5	-1.0	-8.5	-3.6	1.4	-4.1	8.1
23	COC(C(=O)Nc1ccc(Br)cc1F)c1ccccc1 (stereo not given)	-4.8	-1.3	34.2	-1.7	-3.7	-3.4	-2.6	-6.0	-5.8
24	Cc1ccc2nc(NCc3ccco3)c(C=NCc3ccco3)c(=O)n2c1	-8.7	0.1	17.2	0.4	-6.2	-3.6	0.1	2.0	13.6
25	Cc1cc(C(F)(F)F)n(-c2nc(C(=O)Nc3cccnc3)cs2)n1	-7.9	-0.9	24.7	-0.9	-25.7	0.2	-0.7	-4.6	-1.8
26	COC(=O)Nc1nc(C)c(C(=O)N(C)C)s1	-10.4	0.8	20.8	0.2	-0.9	-4.0	-0.6	-6.1	7.1
27	CC(CC(=O)NCc1ccc(Cl)cc1)c1ccccc1 (stereo not given)	0.7	-1.6	19.1	-1.1	-13.3	-3.6	-0.8	-10.6	-2.4
28	Cc1cc(Br)ccc1NC(=O)CNC(=O)CN(C)Cc1nc2ccccc2c(=O)[nH]1	-9.9	-1.5	15.2	0.5	-16.0	-2.9	-2.3	2.0	0.3
29	COc1ccc2[nH]c3c(c2c1)CCN1C(=O)N([C@@H](C)C(=O)NCc2c(F)cccc2Cl)C(=O)[C@]31C	8.5	2.8	34.3	1.6	-34.5	-0.8	0.7	-3.6	-15.8
30	CC(C)[C@H](NC(=O)N1CCC(Cc2ccccc2)CC1)C(=O)O	-12.8	-0.4	/	0.1	-15.1	-3.5	-1.3	-10.8	7.3

Single values from the entries so far.
For GPR7 antagonist, cpd 13 has the entry -4.0
For PHOSPHO1 block, cpd 1 has the entry 3.7

Values by screen from the entries so far:
Entries 1 to 8 in GPR7 antagonist read -12.5, -12.1, 9.4, -2.0, 0.6, -0.6, -8.4, -7.2

Returning to the listing, starting 2 compounds before the break.
no.	compound	GPR7 antagonist	OXTR agonist	PHOSPHO1 block	V1R ag counter	FID counter	IMP-1 inhibitor	VIM-2 inhibitor	GalR3 antag	NS3 helicase inh
29	COc1ccc2[nH]c3c(c2c1)CCN1C(=O)N([C@@H](C)C(=O)NCc2c(F)cccc2Cl)C(=O)[C@]31C	8.5	2.8	34.3	1.6	-34.5	-0.8	0.7	-3.6	-15.8
30	CC(C)[C@H](NC(=O)N1CCC(Cc2ccccc2)CC1)C(=O)O	-12.8	-0.4	/	0.1	-15.1	-3.5	-1.3	-10.8	7.3
31	CCN(CC)S(=O)(=O)c1ccc(S(=O)(=O)N(Cc2ccccn2)Cc2ccco2)cc1	-3.5	3.8	-10.7	3.6	-24.3	-0.7	1.0	0.5	8.0
32	Cc1ccc(C#N)c(SCc2nnc(-c3ccc(Cl)cc3)o2)n1	3.9	-0.6	7.1	0.2	-6.6	-1.4	-1.1	-0.1	-2.1
33	O=S1(=O)N=C(N(Cc2cccs2)c2ccc(O)cc2)c2ccccc21	-4.8	0.7	23.4	-0.1	-2.8	-2.5	-1.8	-7.2	-2.9
34	Cn1c(-c2ccncc2)nc2ccccc21	-10.6	-0.1	33.9	1.4	-1.5	-1.8	-1.2	0.3	6.8
35	CN(CC(=O)Nc1ccccc1Br)C(=O)CNC(=O)c1ccc(Oc2ccccc2)cc1	-12.5	6.5	27.6	9.9	-36.4	-3.7	-2.4	-4.7	-1.2
36	CC(C)CC(NC(=O)C1CCC(=O)N1)C(=O)NC(CC(C)C)C(=O)N1CCCC1C(N)=O (stereo not given)	-17.1	1.3	24.3	0.8	-3.3	-2.6	-2.3	-8.5	4.0
37	CC(=O)N/N=C(\C)C1COc2ccccc2O1 (stereo not given)	-18.8	-1.2	31.6	2.5	-3.7	-3.2	-2.1	-2.2	-9.8
38	CSc1ccccc1NC(=O)CN(Cc1ccc(Cl)cc1)S(C)(=O)=O	-0.5	2.9	-21.8	2.1	-22.0	-2.2	-1.0	-8.2	-4.1
39	COCCn1c(=NC(=O)c2ccccc2[N+](=O)[O-])sc2cc(S(C)(=O)=O)ccc21	6.3	0.4	14.9	0.0	1.2	-0.1	3.4	-2.0	0.5
40	CCn1c(SCC(=O)NCc2ccc3c(c2)OCO3)nc2c(c1=O)SCC2	-2.9	-1.1	13.7	0.3	-5.6	0.2	-0.4	0.5	15.2
41	Cn1c(=O)c([N+](=O)[O-])c(-n2ccnc2)c2ccccc21	-7.1	0.3	30.3	1.1	-2.3	-3.6	-0.7	-2.9	-2.2
42	N#Cc1ccc(/C=N/NC(=O)CCc2ccc(S(=O)(=O)N3CCOCC3)cc2)cc1	-4.6	0.3	7.2	0.4	-20.8	-1.2	0.4	2.0	-1.8
43	CN(CCOc1ccccc1)C(=O)C1CCC(=O)N(CCN2CCOCC2)C1 (stereo not given)	-0.3	-0.1	9.6	1.0	1.9	-2.9	-2.5	0.5	16.2
44	CCCc1cc2c(=O)c(-c3ccc4c(c3)OCCO4)c(C)oc2cc1OS(C)(=O)=O	-16.1	0.1	14.1	0.9	-18.3	-0.8	-0.2	-4.8	-12.4
45	CSc1ccccc1NC(=O)C1C2CCC(C2)C1C(=O)O (stereo not given)	-0.7	1.4	39.7	1.7	6.6	0.3	1.2	-2.8	-5.8
46	ClCc1csc(-c2ccc(Cl)cc2)n1	-12.2	1.0	-0.2	1.0	-0.8	-2.6	-2.0	-10.7	0.0
47	CCOC(=O)Cn1nc(C)c(NC(=O)COc2ccccc2[N+](=O)[O-])c1C	-9.5	0.6	27.7	0.6	-4.3	-1.4	-1.9	-3.6	3.2
48	Cc1ccc(N2CC(C(=O)Nc3ccc(C)c(S(=O)(=O)N(C)C)c3)CC2=O)cc1 (stereo not given)	-1.6	-2.9	37.3	-1.0	-43.3	-2.9	-2.4	2.4	1.2
49	Cc1ccc(N(C(=O)CNC(=O)c2ccco2)C(C(=O)NC2CCCCC2)c2cccnc2)cc1C (stereo not given)	-3.3	-0.6	31.9	-1.0	-45.1	-2.5	-3.3	-8.8	2.1
50	c1ccc(Cn2nnnc2C(c2ccccn2)N2CCOCC2)cc1 (stereo not given)	-12.9	-0.2	34.6	0.2	0.3	-3.7	-2.6	-4.2	-2.8
51	CC1CC(C)CN(C(=O)COC(=O)CNS(=O)(=O)/C=C/c2ccccc2)C1 (stereo not given)	2.2	0.5	24.7	2.0	-23.7	-0.9	0.5	-7.4	2.4
52	COc1ccc(-c2cc(=O)n(CCC#N)[nH]2)cc1	-6.9	0.2	-15.4	0.1	-6.1	-2.9	-1.3	-10.6	2.9
53	CC(/C=N/N1CCN(c2ccc(C)cc2)CC1)=C\c1ccccc1	-10.0	-0.1	1.8	1.1	0.1	-0.5	-4.2	-6.9	2.3
